Bioassay records: PubChem BioAssay, several laboratories
NPY-Y1 PAM-ag: potentiates or activates human NPY-Y1 receptor; hit rate 0.37% among 220,000; NPY-Y1 expressing cells, potentiator/agonist activation; AID 1304; activation, % at 3.6 µM; P25929; in the data active = activation above about 33%, passing the limit was not always enough;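 note: cells stimulated with NPY at EC10 then isoproterenol at EC100; 0% = low agonist plus stimulus and 100% = saturating agonist plus stimulus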
CHOP inh: inhibitors of CHOP induction in ER stress response | CHO-K1 CHOP-promoter luciferase, tunicamycin-induced, 15-18 h | inhibition, % at 10 µM | hit rate 3.8% among 220,000;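 active = compounds that reduced the stress-induced luciferase reporter signal by more than about 70% of percent inhibition, limit read from the data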;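 note: 0% = tunicamycin plus vehicle and 100% = wells without tunicamycin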
S1P4 antag: human S1P4 receptor antagonism | O95977 | S1P4-expressing cells, antagonist mode, reporter read-out | inhibition, % at 4.98 µM | hit rate 0.26% among 220,000 | AID 1510; in the data active = inhibition above about 29%;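 note: 0% = wells stimulated with agonist and 100% = vehicle wells without agonist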
NPY-Y2 PAM-ag: potentiates or activates human NPY-Y2 receptor; P49146; cells expressing NPY-Y2, potentiator/agonist read-out; activation, % at 3.6 µM; hit rate 0.45% among 220,000; AID 1359; in the data active = activation above about 27%;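 note: cells stimulated with NPY near EC25 plus isoproterenol at EC100; 0% = vehicle plus submaximal agonist and 100% = vehicle plus saturating agonist; some results beyond the cut were filed as inactive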
Target sequence (P49146 whole entry, looked up): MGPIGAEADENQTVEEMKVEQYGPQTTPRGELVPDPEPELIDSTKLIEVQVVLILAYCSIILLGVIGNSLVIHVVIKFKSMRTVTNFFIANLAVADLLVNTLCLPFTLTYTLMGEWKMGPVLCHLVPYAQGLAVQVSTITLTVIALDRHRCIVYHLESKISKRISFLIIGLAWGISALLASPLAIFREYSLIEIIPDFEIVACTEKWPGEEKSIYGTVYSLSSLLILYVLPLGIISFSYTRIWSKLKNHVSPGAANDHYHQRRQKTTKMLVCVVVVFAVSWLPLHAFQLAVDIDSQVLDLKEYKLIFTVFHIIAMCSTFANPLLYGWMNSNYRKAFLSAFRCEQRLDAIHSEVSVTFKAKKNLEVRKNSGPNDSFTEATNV
S1P4 ag: human S1P4 receptor agonism; activation, % at 4.98 µM; AID 1509; S1P4-expressing cell line, agonist reporter assay; hit rate 0.35% among 220,000; in the data active = activation above about 11%;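 note: 0% = DMSO vehicle and 100% = reference agonist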
NPY-Y1 antag: antagonists of human neuropeptide Y receptor Y1. AID 1040. HEK293-CNG Y1 cells, membrane potential fluorescence; NPY at EC95, then isoproterenol. inhibition, % at 3.6 µM. hit rate 1% among 200,000;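 active = inhibition above the campaign mean inhibition of all tested compounds plus 3 SD, cut at about 20% in these data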;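 note: 0% = DMSO wells given NPY plus isoproterenol and 100% = isoproterenol alone without NPY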
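Benchmarks – high control isoproterenol alone, low control NPY with isoproterenol · Material – HEK293 Y1/CNG channel cell line · Times – dye 3 h, compound 60 min room temperature, stimulation 45 min · Probe or stimulus – NPY (25 nM), isoproterenol (1 µM), Ro 20-1724 (25 µM) · Evaluation – % inhibition of NPY effect · Signal – fluorescence, membrane potential probe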
Ba/F3 V617F tox: lowers viability of Ba/F3 cells expressing EpoR and JAK2V617F. ATP luminescence. inhibition, % at 5.6 µM. hit rate 1.1% among 220,000. AID 1446;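 active = inhibition above the campaign mean plus 3 SD over all tested compounds, cut at about 24% in these data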;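 note: cytokine-independent growth of Ba/F3 cells driven by EpoR plus mutant JAK2; 0% = DMSO-treated cells and 100% = JAK inhibitor I control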
BaF3 parental: reduces parental Ba/F3 cell viability, JAK2V617F counter-screen. CellTiter-Glo ATP luminescence. inhibition, % at 5.6 µM. hit rate 1.1% among 220,000;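 active = inhibition above a per-campaign cutoff, the mean inhibition of all tested compounds plus 3 SD, cut at about 27% in these data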;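 note: 0% = DMSO wells and 100% = JAK Inhibitor I control wells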
p47phox inh: p47phox (human) inhibition; P14598; p47phox/p22phox peptide binding, fluorescence polarization, 2 h; inhibition, % at 24.7 µM; hit rate 0.53% among 220,000; AID 1274;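 active = inhibition above about 30%, limit read from the data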;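 note: 0% = p47phox with labelled peptide and 100% = labelled peptide alone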
Target sequence (P14598 whole entry, looked up): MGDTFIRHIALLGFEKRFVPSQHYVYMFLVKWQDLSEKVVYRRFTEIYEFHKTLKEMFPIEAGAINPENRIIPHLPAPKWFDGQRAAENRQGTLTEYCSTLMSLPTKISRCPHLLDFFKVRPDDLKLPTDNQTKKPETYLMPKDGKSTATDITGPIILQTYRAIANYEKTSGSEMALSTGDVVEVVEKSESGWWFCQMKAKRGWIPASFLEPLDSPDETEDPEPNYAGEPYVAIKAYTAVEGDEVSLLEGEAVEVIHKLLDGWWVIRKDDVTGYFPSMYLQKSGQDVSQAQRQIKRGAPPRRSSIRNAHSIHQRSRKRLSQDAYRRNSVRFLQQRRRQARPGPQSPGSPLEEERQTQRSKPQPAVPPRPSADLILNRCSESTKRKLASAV
Active calls of the source: *; . = no result given.

SMILES	NPY-Y1 PAM-ag	CHOP inh	S1P4 antag	NPY-Y2 PAM-ag	S1P4 ag	NPY-Y1 antag	Ba/F3 V617F tox	BaF3 parental	p47phox inh
COc1ccc(C2Nc3ccccc3C(=O)N2c2ccc(F)cc2)cc1Cn1nnc2ccccc21 (centres undefined)	13	2	-5	10	2.0	-1	-2	1	-22
O=C1CS/C(=N/N=C/c2cccs2)N1Cc1ccc(F)cc1	-20	35	-3	-17	-0.3	.	-2	1	-17
Cc1ccc(S(=O)(=O)N(C)C)cc1NC(=O)COC(=O)c1ccc2c(c1)NC(=O)CS2	-6	0	0	-24	1.4	.	2	-3	-3
O=C(NCc1ccccc1)c1cccc(F)c1F	16	-15	-3	9	0.9	6	-4	1	-4
Cc1nc(NC(=O)CSc2nnc3ccccn23)c(Cl)cc1Cl	-15	9	-17	-3	-0.6	1	0	3	3
CCN(CC)C(=O)Cn1cc(C(=O)C(=O)NCc2ccco2)c2ccccc21	2	12	1	2	13*	2	0	4	2
CCNC(=S)NNC(=O)c1cc(-c2ccc(OC)cc2)nc2ccccc12	-18	9	-2	-3	0.1	12	10	18	-10
O=C(CCCc1cccs1)Nc1ccc2c(c1)OCO2	2	-42	-22	-2	0.9	1	-2	-1	3
CC(=O)Nc1cccc(-c2nc3ccc(NC(C)=O)cc3s2)c1	-5	-29	11	-7	0.2	-1	8	10	-12
CCN(CCCNC(=O)COc1cc(=O)n(CC)c2ccccc12)Cc1ccccc1	8	61	-21	14	-0.9	-1	-3	3	0
COc1ccc2cc(C(c3nnnn3CC3CCCO3)N3CCOCC3)c(=O)[nH]c2c1 (centres undefined)	12	-2	-14	7	1.2	-1	-1	7	1
COc1ccc(C2CC(c3ccc4ccccc4c3)=NN2C(=O)CN2CCC(C(N)=O)CC2)cc1 (centres undefined)	-46	0	-2	-20	-2.4	17	-3	3	3
CCOC(=O)C1CCN(C(=O)NC23CC4CC(CC(C4)C2)C3)CC1	18	62	-4	10	-3.0	-5	-2	3	0
O=C(COc1ccc([N+](=O)[O-])cc1)Nn1cnnc1	-5	-43	-12	-2	0.5	0	-2	1	-1
CCN(CC)c1ncnc2c1[nH]c1ccccc12	-11	31	0	-12	-0.5	-5	-2	4	-6
COc1ccccc1NC(=S)NCCc1ccc(F)cc1	7	9	-4	-5	0.1	0	-2	0	-5
O=C(c1ccc(S(=O)(=O)c2ccc(Cl)cc2)cc1)N1CCOCC1	15	-6	-12	4	2.9	8	-5	1	-1
CCc1ccc(C(N)=S)cc1	6	0	9	2	-0.2	-4	1	2	-2
O=C(Nc1nccs1)c1nc(-c2ccccc2)n(-c2ccccc2)n1	-4	15	-9	2	-3.1	-2	-5	1	-10
O=c1nc(Nc2ccccc2)oc2ccccc12	8	-23	7	2	1.3	.	-2	-1	-7
Cc1ccc(S(=O)(=O)CCSc2cccc(C(=O)Nc3ccccc3C(=O)O)c2)cc1	0	-5	-6	7	-0.1	2	4	4	-29
CCCc1cc(=O)[nH]c(SCc2nc3ccccc3s2)n1	-1	-8	8	-11	-3.0	5	-4	0	-24
COc1ccccc1CNC(=O)C/C(C)=N/NC(=O)Cc1ccccc1	4	-6	6	-15	-5.3	8	-2	4	0
Cc1cc(=O)n2[nH]c(NCc3ccccc3F)nc2n1	8	-24	-17	-8	1.2	1	-2	0	1
Cc1cccc(Cl)c1NC(=O)N1CCN(c2ccnc3cc(Cl)ccc23)CC1	-14	20	6	-19	-0.6	.	-4	0	3
Later entries:
SMILES	NPY-Y1 PAM-ag	CHOP inh	S1P4 antag	NPY-Y2 PAM-ag	S1P4 ag	NPY-Y1 antag	Ba/F3 V617F tox	BaF3 parental	p47phox inh
COc1ccc(Oc2ccc(-c3ccn[nH]3)cc2)cc1	-12	-19	12	5	1.0	.	-6	3	14
O=C(O)c1ccc(OCc2cn3ccccc3n2)cc1	9	-6	-2	101*	0.6	.	-4	-1	1
O=C(C1CC1)N1CCN(c2ccnc3cc(Cl)ccc23)CC1	2	14	-6	-4	1.5	4	-3	-1	-3
O=C(Cc1ccc(Cl)cc1)Nc1ccc(-c2cc3ccccc3oc2=O)c(Cl)c1	6	30	-2	-4	0.6	2	56*	65*	-26
COc1ccc(NC(=O)CCN2CCOCC2)c(OC)c1	8	-18	2	5	-0.8	9	-3	4	1
Cc1ccc(-n2cc(CNC(C)c3cnn(C)c3)c(-c3ccc(F)cc3)n2)cc1 (centres undefined)	-27	6	-4	-10	3.8	5	-1	6	-11
Cc1cc(C)n(-c2nc(C)nc3c2cnn3-c2ccccc2)n1	-4	-3	4	3	0.5	-2	-4	-4	2
Cc1ccc2nc(NC(=O)c3ccc(NS(=O)(=O)c4cccs4)cc3)sc2c1	32	29	-15	12	1.7	-8	-3	5	-18
O=c1c2cnn(-c3ccc(F)cc3)c2ncn1Cc1ccc(F)cc1	29	9	-15	6	-0.3	3	-4	2	1
Oc1sc(C=Nc2ccccc2)c2ccccc12	28	51	-5	6	-0.8	2	-2	4	-9
COC(=O)CSc1nc2sc(C)c(C)c2c(=O)n1C	-22	-13	-37	-18	2.4	5	-1	2	6
Nc1nnc(SCC(=O)Nc2ccc(Cl)c(C(=O)O)c2)s1	7	8	-17	10	0.5	2	-1	6	-5
CCN(Cc1cc2cc(C)ccc2[nH]c1=O)C(=O)c1cccc(OC)c1	22	29	-3	-13	0.0	1	-2	8	-13
COc1ccc2cc(CN(CC3COCCO3)S(=O)(=O)c3c(C)cc(C)cc3C)c(=O)[nH]c2c1 (centres undefined)	1	48	-13	-10	1.3	3	-2	2	-9
C/C(N)=C(/C#N)C(=O)CSc1n[nH]c(-c2cccs2)n1	6	-14	-11	-4	-0.8	3	0	2	0
CCOC(=O)CNC(=O)CSc1nnc(Cn2c(=O)sc3ccccc32)n1-c1ccccc1C	14	5	-2	15	1.5	-5	4	2	-5
CCOc1cc(/C=C2/SC(=S)NC2=O)ccc1OC(=O)c1ccco1	26	36	-10	11	-1.8	-2	-2	-3	-22
O=C1C(Cl)=C(Nc2ccccc2)C(=O)c2ccccc21	-23	112*	-9	-11	1.0	3	-2	4	-7
COc1ccccc1NC(=O)CSc1nc2ncccc2[nH]1	-8	30	-13	-5	1.2	3	0	2	-5
COC(=O)C(O)(CC(=O)Nc1ccc(OC)cc1)C(F)(F)F (centres undefined)	-30	-8	-2	-17	-1.2	-3	0	2	-3
O=C1Cc2cc(CCN3CCN(c4nsc5ccccc45)CC3)c(Cl)cc2N1	-22	-2	-5	-13	1.9	8	3	-9	-5
O=C(c1ccc(F)cc1)C1CCN(C(=O)Nc2ccc(F)cc2)CC1	5	17	4	4	-0.7	1	-2	2	-6
COc1ccc(CCNS(=O)(=O)c2ccc(C3CNC(=O)C3)cc2)cc1OC (centres undefined)	14	-9	-10	5	-2.7	-1	-5	0	5
Cc1ccc(NC(=O)N(CCCN2CCOCC2)Cc2cc3cc4c(cc3[nH]c2=O)OCO4)cc1	-10	-4	-9	2	1.2	2	1	1	-8
CCOc1cc(C(=O)NCc2ccc(C)cc2)ccc1OCC(=O)N1CCOCC1	1	-11	-17	-6	3.4	7	0	7	-6
Remaining list, next part
SMILES	NPY-Y1 PAM-ag	CHOP inh	S1P4 antag	NPY-Y2 PAM-ag	S1P4 ag	NPY-Y1 antag	Ba/F3 V617F tox	BaF3 parental	p47phox inh
CC(CCc1ccccc1)NC(=O)/C=C/c1ccc(Cl)cc1 (centres undefined)	-47	-21	2	-21	0.1	32*	3	10	-6
O=C(/C=C/Nc1ccc(F)cc1F)c1ccco1	14	16	19	0	0.6	-2	0	5	2
COc1cccc(-n2c(CN3CCN(c4ccccc4)CC3)nc3ccc([N+](=O)[O-])cc3c2=O)c1	23	11	-10	-3	0.0	1	3	9	-3
O=S(=O)(Nc1ccc(F)cc1)N1CCCCCC1	-1	34	-15	6	-1.4	2	-3	-1	-9
c1csc(-c2nc3ccccc3s2)c1	-10	-22	-9	-7	0.1	.	-4	-1	6
CC(=O)NC(=S)Nc1ccc(N2CCOCC2)c(S(=O)(=O)Nc2cc(Cl)ccc2Cl)c1	21	1	8	7	-0.5	-1	1	5	-53
CCN(C(=O)c1cc2ccccc2oc1=O)c1cccc(C)c1	10	1	-24	0	-0.2	3	1	5	-2
CS(=O)(=O)Nc1ccccc1Oc1ccccc1	-10	14	-16	-2	-1.2	3	-2	1	-10
CC#CC[N+](C)(CC#CC)CC(=O)c1ccccc1	-2	-2	3	-2	0.8	6	10	21	-4
O=C(COC(=O)c1cccc(S(=O)(=O)N2CCCC2)c1)NCc1ccccc1	-11	1	3	8	-0.6	-3	3	3	-4
Cc1ccc(Nc2oc(C)nc2C#N)cc1	28	8	2	7	-0.5	5	0	5	-10
Cc1cc(C2C(C#N)=C(N)OC3=C2C(=O)CC(C)(C)C3)c(C)s1 (centres undefined)	-2	-7	-6	0	0.4	1	3	6	-12
O=C(NCC1CCCO1)C1CCCCN1S(=O)(=O)c1ccc(F)cc1 (centres undefined)	7	9	-8	2	0.5	4	-3	2	36*
O=C(N/N=C\c1ccc2c(c1)OCO2)c1ccc(Cn2cc(Br)c([N+](=O)[O-])n2)o1	5	-13	-19	-1	0.6	1	-5	-4	7
CCOC(=O)N1CCN(C(=O)c2noc(C(C)C)c2[N+](=O)[O-])CC1	-2	-24	6	1	-1.3	1	4	8	0
Fc1ccccc1-c1csc(=Nc2cccnc2)n1CCCn1ccnc1	-3	18	-24	-10	0.9	1	2	6	-21
C=CCn1c(CCC)nc2ccccc21	-6	-1	-12	5	0.9	-2	2	2	-3
CC(=O)NCCN1C(=O)S/C(=C\c2cccs2)C1=O	-5	7	-2	10	-1.6	2	1	7	-16
CN1CCC(OC(=O)COc2ccccc2)CC1	11	-2	5	-33	-0.8	-7	-4	-3	-16
CCc1ccccc1NC(=O)CSc1nnc([C@@H](NC(=O)OC(C)(C)C)C(C)C)o1	-1	-3	-12	2	-0.5	5	-2	1	0
COC(=O)C1=C(C)NC2=C(C(=O)C(C(=O)OC)C(c3ccc(OC)cc3)C2)C1c1ccccn1 (centres undefined)	-12	-26	-10	6	-0.4	3	1	6	2
COc1ccc(CSCC(=O)N/N=C/c2ccccc2O)cc1	-14	36	4	-10	-0.5	-1	0	-1	-4
COc1cc2c(cc1NC(=S)Nc1ccccc1C)oc1ccccc12	6	40	10	20	0.6	4	2	5	-9
O=C(Nc1cc([N+](=O)[O-])ccc1Cl)C(Sc1ccccc1)c1ccccc1 (centres undefined)	-14	56	4	13	1.1	11	4	8	-7
COc1ccccc1N1CCN(S(=O)(=O)c2cc(C(F)(F)F)cc(C(F)(F)F)c2)CC1	1	17	0	5	-0.6	.	-7	4	6
Next compounds.
SMILES	NPY-Y1 PAM-ag	CHOP inh	S1P4 antag	NPY-Y2 PAM-ag	S1P4 ag	NPY-Y1 antag	Ba/F3 V617F tox	BaF3 parental	p47phox inh
CCNS(=O)(=O)c1cc(OC)c(Cl)cc1OC	4	4	-4	-18	-3.9	10	-1	5	5
CCCCCOc1ccc2oc(=O)c3c(c2c1)CCCN3C(=O)CN1CCCC(C(=O)OCC)C1 (centres undefined)	-21	49	9	-8	-4.5	6	-6	1	-7
CS(=O)(=O)N(CC(=O)NC1CCCC1)Cc1ccc(F)cc1	13	2	-10	5	1.1	7	1	11	-2
Cc1cccc(NC(=O)CNc2cc(C)ccc2C)c1	10	77*	13	2	-0.4	1	-3	6	-5
CSc1cccc(NC(=S)N(CCCN2CCC(C)CC2)Cc2cccs2)c1	-20	21	0	-16	0.8	19	1	8	-14
Cc1ccc(Cn2c(SCC(N)=O)nc3c2c(=O)n(C)c(=O)n3C)cc1	-1	30	-7	-19	-1.8	11	-4	2	-7

The order is random; 7.1% or so of the library scored in one or more.
